High-throughput results: PubChem, several laboratories
TRPC6 inh: mouse TRPC6 channel inhibitors, primary screen, cell-based, HEK293, membrane potential dye. B-score at 10 µM. Short transient receptor potential channel 6 (Mus musculus), Q61143. hit rate 1.1% among 310,000. AID 2553, 2010. ACh-evoked depolarization; active compounds read low;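 active = B-score under library mean minus 3 SD, initial fluorescence not abnormally high, positive integrated signal ratio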;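 note: B-score derived from integrated fluorescence ratio over the kinetic read; more negative B-score means stronger inhibition of depolarization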
MrgX1 allo act: positive allosteric modulators of MrgX1, primary screen, HEK293 cells, Fluo-4 calcium flux; AID 588675, 2011; B-score at 10 µM; hit rate 0.63% among 310,000; FDSS; active compounds read high;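 active = plate-corrected calcium response at least 3 library SD above typical, normal starting fluorescence, not activating the receptor alone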;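 note: compound read alongside a low EC10 to EC30 dose of BAM8-22 agonist; peak minus trough fluorescence over baseline measured at the second addition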
TMEM16A inh: TMEM16A chloride channel inhibitors, primary screen, cell-based, HTS; HEK293 TMEM16A/YFP iodide influx fluorescence, ionomycin; Anoctamin-1 (Mus musculus), Q8BHY3; hit rate 1.2% among 310,000; normalized B-score (activity score, 25-100; higher = stronger inhibition) at 10 µM;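 active = ratio plate-corrected score three or more library SD toward inhibition, starting fluorescence score within five deviations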;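 note: score derived from kinetic fluorescence span divided by baseline fluorescence per well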
Target sequence (Q8BHY3 whole entry, looked up): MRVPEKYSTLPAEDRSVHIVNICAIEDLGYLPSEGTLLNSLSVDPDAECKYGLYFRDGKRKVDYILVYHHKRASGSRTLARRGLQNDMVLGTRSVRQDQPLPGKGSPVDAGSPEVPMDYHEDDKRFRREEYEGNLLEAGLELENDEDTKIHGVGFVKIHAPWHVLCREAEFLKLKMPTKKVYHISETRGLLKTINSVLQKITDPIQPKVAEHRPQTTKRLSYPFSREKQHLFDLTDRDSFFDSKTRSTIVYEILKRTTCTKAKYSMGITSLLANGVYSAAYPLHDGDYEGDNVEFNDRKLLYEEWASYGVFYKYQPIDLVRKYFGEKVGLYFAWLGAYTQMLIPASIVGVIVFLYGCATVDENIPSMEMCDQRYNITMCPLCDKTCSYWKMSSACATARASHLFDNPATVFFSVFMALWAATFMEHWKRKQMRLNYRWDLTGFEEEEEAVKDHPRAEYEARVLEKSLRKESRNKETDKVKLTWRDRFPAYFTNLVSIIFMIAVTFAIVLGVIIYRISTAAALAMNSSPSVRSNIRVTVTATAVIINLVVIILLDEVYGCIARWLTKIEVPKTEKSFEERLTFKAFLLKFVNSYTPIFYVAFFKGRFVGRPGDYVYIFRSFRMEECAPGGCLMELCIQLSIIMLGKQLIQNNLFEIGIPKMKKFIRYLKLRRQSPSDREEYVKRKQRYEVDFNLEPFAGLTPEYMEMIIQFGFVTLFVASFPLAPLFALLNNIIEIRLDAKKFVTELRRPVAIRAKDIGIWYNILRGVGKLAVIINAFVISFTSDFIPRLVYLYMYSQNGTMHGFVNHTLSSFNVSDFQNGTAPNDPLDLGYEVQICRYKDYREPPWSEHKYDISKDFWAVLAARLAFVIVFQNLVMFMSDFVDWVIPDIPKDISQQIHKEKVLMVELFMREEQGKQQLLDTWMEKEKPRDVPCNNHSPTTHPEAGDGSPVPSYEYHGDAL
RGS4 pot: RGS4 potentiators or activators, primary screen, cell-based, HEK293 M3R inducible RGS4, calcium flux. carbachol calcium flux Fluo4; active compounds read low. B-score at 10 µM. hit rate 0.92% among 310,000;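 active = B-score of the integrated calcium signal more than 4 SD below the library mean, with starting fluorescence not abnormally high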;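 note: negative B-score means reduced calcium response which marks RGS4 activation or potentiation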
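test system = M3R-expressing HEK293 line, RGS4 induced by doxycycline | probe or stimulus = carbachol at ECmax as muscarinic agonist stimulus | timing = dye loading 30 min 37 °C, buffer rest 30 min RT | signal = calcium dye Fluo4 fluorescence | evaluation = B score from integrated fluorescence ratio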
HDAC3 inhib: HDAC3 deacetylase inhibitors, primary screen, biochemical, fluorescence, cell-free homogeneous; Histone deacetylase 3 (Homo sapiens), O15379; hit rate 0.15% among 320,000; recombinant HDAC3, fluorogenic peptide/trypsin coupled; inhibition, % at 8.3 µM; in the data active = inhibition above about 26%, passing the limit was not always enough
SKKanGAS inh: S. pyogenes SKKanGAS growth inhibitors in kanamycin, primary screen, streptokinase expression inhibitor project, SKKanGAS strain, BacTiter-Glo luminescence; 6 h; inhibition, % at 7.5 µM; hit rate 1.3% among 300,000; AID 1662, 2009;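 active = mean replicate score, as percent of positive control median, at least 50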;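 note: strain carries kanamycin resistance gene driven by streptokinase promoter and grows in 40 µg/ml kanamycin; loss of luminescence reflects streptokinase promoter inhibition or plain growth inhibition; 0% = median of DMSO wells and 100% = positive control at its reference dose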
TRPC6 act: mouse TRPC6 channel activators, primary screen, cell-based, HEK293, membrane potential dye; AID 2550, 2010; HEK293-TRPC6 membrane potential dye fluorescence; active compounds read high; B-score at 10 µM; hit rate 0.13% among 310,000;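 active = B-score of the integrated fluorescence ratio above library mean plus 3 SD, and starting fluorescence ratio within library mean plus 5 SD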;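 note: higher score means more depolarization so channel activation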
TMEM16A act: TMEM16A chloride channel activators or potentiators, primary screen, cell-based, HTS; AID 623877, 2012; B-score at 10 µM; HEK293 TMEM16A/YFP-H148Q/I152L, iodide quench fluorescence; active compounds read low; hit rate 0.3% among 340,000;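 active = fluorescence-ratio B-score plate-corrected deviation score at least 3 library SD below zero, with starting fluorescence score within 5 deviations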;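 note: channel opened by trigger with iodide after compound preincubation; score built on the fluorescence ratio of max minus min over baseline; more negative score means more quench and so TMEM16A activation or potentiation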
MrgX1 ag: agonists of human MrgX1 receptor, primary screen, HEK293 cells, Fluo-4 calcium flux. Fluo-4 calcium fluorescence, agonist mode; active compounds read high. Mas-related G-protein coupled receptor member X1 (Homo sapiens), Q96LB2. hit rate 0.44% among 310,000. B-score at 10 µM;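 active = calcium response B-score plate-corrected fluorescence ratio at least 3 library SD, with starting fluorescence B-score inside 5 SD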
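Assay system: MrgX1-expressing HEK293 cells / Amount: fifteen thousand cells per well / Doses: test compound in the initial addition of three / Timing: cells plated overnight, dye loaded 0.5 h 37 °C, 0.5 h room temperature / Technique: kinetic calcium dye fluorescence, Fluo-4 NW / Control set: positive and negative controls per plate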
RGS4 inh: RGS4 inhibitors, primary screen, cell-based, HEK293 M3R inducible RGS4, calcium flux | B-score at 10 µM | Fluo-4 calcium flux; active compounds read high; triggered by carbachol at its EC20 | AID 463165, 2010 | hit rate 0.45% among 310,000;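 active = B-score, a plate-corrected calcium signal, over three deviations above library mean, with baseline fluorescence within five deviations of library mean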;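 note: RGS4 expression induced by doxycycline in cells with stable M3 receptor; B-score is computed from the integrated fluorescence ratio over baseline after carbachol; higher B-score means a larger calcium signal and so more RGS4 inhibition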
MrgX1 antagonist: antagonists of human MrgX1 receptor, primary screen, HEK293 cells, Fluo-4 calcium flux | Mas-related G-protein coupled receptor member X1 (Homo sapiens), Q96LB2 | BAM8-22 antagonism; active compounds read low | B-score at 10 µM | hit rate 1.3% among 310,000 | AID 588676, 2011;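 active = calcium-response B-score plate-corrected more than 3 library SD below zero, starting fluorescence within 5 deviations, no agonist response on first addition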;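 note: peak minus trough fluorescence over baseline after final BAM8-22 challenge near maximal dose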
The depositor's hits bear a star; i = inactive; / = not tested or not shown; & = joins results of further samples; ! = repeats disagree. Rows are unselected. About 6.7% of those tested had a hit in this group.

SMILES | TRPC6 inh | MrgX1 allo act | TMEM16A inh | RGS4 pot | HDAC3 inhib | SKKanGAS inh | TRPC6 act | TMEM16A act | MrgX1 ag | RGS4 inh | MrgX1 antagonist
CCN(CC)S(=O)(=O)c1ccc(C(=O)NNC2=NS(=O)(=O)c3ccccc32)cc1 | i | i | i | i | -2 | -4 | i | i | i | i | i
COc1ccc(/C=N/Nc2ncnc3c2[nH]c2ccccc23)c(OC)c1OC | i | i | i | i | -5 | -3 | i | i | i | i | i
COc1ccc(CCNC(=O)CC(c2ccccc2)c2cc(C)ccc2O)cc1OC (stereo not drawn) | i | i | i | i | -2 | -1 | i | i | i | i | i
Cc1ccccc1OCC(=O)NCCN(C)C | i | i | i | i | 5 | -1 | i | i | i | i | i
Cc1sc(NC(=O)C2CSC3(C)CCC(=O)N23)nc1-c1ccccc1 (stereo not drawn) | i | i | i | i | 8 | -3 | i | i | i | i | i
Cc1ccc(Sc2cc(C(F)(F)F)nc(N(C)C)n2)cc1 | i | i | i | i | -21 | 2 | i | i | i | i | i
COc1ccc(C)cc1C(=O)CCC(=O)Nc1ccccc1N1CCOCC1 | i | i | i | i | -13 | -1 | i | i | i | i | i
Cc1c(N=N/C(C(=O)Nc2ccccc2)=C(/O)c2ccccc2)c(=O)n(-c2ccccc2)n1C | i | i | i | i | 5 | 4 | i | i | i | i | i
Cc1ccc(S(=O)(=O)NCC(=O)OCC(=O)c2cccs2)cc1 | i | i | i | i | 3 | -3 | i | i | i | i | i
COc1cc(/C=C(/C#N)c2ccccc2F)ccc1OCc1ccccc1 | i | i | i | i | 9 | -10 | i | i | i | i | i
Clc1ccc(COc2ccccc2CNCc2cccnc2)cc1 | i | i | i | i | 0 | -2 | i | i | i | i | i
Cc1noc(C)c1S(=O)(=O)N(CC(=O)NCc1ccccc1)c1ccc(C(C)C)cc1 | i | i | i | i | -2 | 2 | i | i | i | i | i
COc1cc(CNn2cn[nH]c2=S)cc(Cl)c1OCc1ccc(F)cc1 | i | i | i | i | 4 | 1 | i | i | i | i | i
O=C(NNC(=O)c1cccc2ccccc12)c1ccco1 | i | i | i | i | 4 | -3 | i | i | i | i | i
Cc1csc(NC(=O)CSc2nnc(-c3ccoc3C)n2Cc2ccco2)n1 | i | i | i | i | -5 | -2 | i | i | i | i | i
Cc1noc(C)c1COC(=O)c1cccnc1Cl | i | i | i | i | -3 | -14 | i | i | i | i | i
Nc1cc(Br)c(N)c(Br)c1 | i | i | i | i | 3 | 2 | i | i | i | i | i
Cc1cc(C)cc(NC(=O)C2C3C=CC4(O3)C2C(=O)N(CCCN(C)C)C4C(=O)NC2CCCC(C)C2C)c1 (stereo not drawn) | i | i | i | i | -4 | 1 | i | i | i | i | i
Cc1cccc(C(=O)Nc2nnc(Cc3ccccc3)s2)c1 | i | i | i | i | 1 | 4 | i | i | i | i | i
O=C(Nc1ccccc1)c1ccc(=O)[nH]n1 | i | i | i | i | 5 | -3 | i | i | i | i | i
CCCCN(C(=S)Nc1cccc(C)c1C)c1c(N)n(CCC)c(=O)[nH]c1=O | i | i | i | i | 10 | -4 | i | i | i | i | i
COc1cccc(NC(=O)CN(C)C(=O)CNC(=O)c2ccc(Oc3ccccc3)cc2)c1 | i | i | i | i | 0 | -5 | i | i | i | i | i
Cc1cccc(NC(=O)C2CC(=O)n3ncnc3N2)c1 (stereo not drawn) | i | i | i | i | -2 | 2 | i | i | i | i | i
CC1CCCCC1NC(=O)CCn1c(=O)sc2ccccc21 (stereo not drawn) | i | i | i | i | 0 | 0 | i | i | i | i | i
CN(C)CCCN1c2ccccc2Sc2ccc(Cl)cc21 | -5.6*! | i | i | i | 4&0 | 6&7 | i | i | i | i | i
Cc1cc(C)nc(N/N=C/c2ccccc2OCC(=O)O)n1 | i | i | i | i | 1 | 1 | i | i | i | i | i
CS(=O)(=O)N(CC(=O)N1CCCCCC1)c1cccc(F)c1 | i | i | i | i | -21 | -4 | i | i | i | i | i
Cc1ccc(NC(=O)CCNS(=O)(=O)c2ccc3c(c2)CCC(=O)N3)cc1 | i | i | i | i | -7 | -21 | i | i | i | i | i
COc1cc(-n2ccnc2SC)c(Cl)cc1Cl | i | i | i | i | -1 | 4 | i | i | i | i | i
OCC1(Cc2ccc(F)cc2F)CCCN(CCCc2ccccc2)C1 (stereo not drawn) | i | i | i | i | 1 | 6 | i | i | i | i | i
CC(=O)NCCCc1nc2ccccc2n1Cc1ccccc1C | i | i | i | i | 3 | -3 | i | i | i | i | i
COc1ccc(C(C)C)cc1S(=O)(=O)Nc1ncn[nH]1 | i | i | i | i | 0 | 4 | i | i | i | i | i
COc1ccc(C(=O)COC(=O)c2ccc3c(c2)NC(=O)CS3)c(OC)c1 | i | i | i | i | / | 8 | i | i | i | i | i
COc1ccc(OC)c2sc(NC(=O)CCSc3ccccc3)nc12 | i | i | i | i | -8 | -10 | i | i | i | i | -8.8*
CC(NS(=O)(=O)c1ccc(Br)cc1)C(=O)NCC1CCCO1 (stereo not drawn) | i | i | i | i | -8 | -1 | i | i | i | i | i
CC(=O)NC(Cc1ccc(F)c(F)c1)C(=O)NC1CCN(c2nnnn2-c2ccccc2)CC1 (stereo not drawn) | i | i | i | i | 4 | -3 | i | i | i | i | i
CC(=O)n1nc(-c2cccnc2)nc1N | i | i | i | i | 3 | 4 | i | i | i | i | i
CCOc1cccc(C(=O)N2CCCCC2c2cccnc2)c1 (stereo not drawn) | i | i | i | i | -7 | 2 | i | i | i | i | i
CC1CCN(CC(=O)Nc2ccc(Br)cc2[N+](=O)[O-])CC1 | i | i | i | i | 1 | -9 | i | i | i | i | i
COCCNC(=O)CN1C(=O)c2cccc3cccc1c23 | i | i | i | i | -7 | 6 | i | i | i | i | i
Cc1ccc(-n2c(SCC(=O)NCc3ccco3)nnc2-c2cccnc2)c(C)c1 | i | i | i | i | -1 | 3 | i | i | i | i | i
O=C(O)c1ccc2c(c1)S(=O)(=O)c1ccccc1C2=O | i | i | i | i | 2 | 5 | i | i | i | i | i
Cc1ccc(C)c(N(C(=O)Cn2nnc3ccccc32)C(C(=O)NC(C)(C)C)c2ccsc2)c1 (stereo not drawn) | i | i | i | i | 0 | -5 | i | i | i | i | i
CCCn1c(SCC(=O)NCc2ccco2)nnc1C(C)C | i | i | i | i | 4 | -3 | i | i | i | i | i
CCOC(=O)c1ccc(NCc2ccc(N(C)C)cc2)cc1 | i | i | i | i | 14 | 4 | i | i | i | i | i
COc1ccc2oc(=O)c(C(=O)N3CCN(c4ccccc4)CC3)cc2c1 | i | i | i | i | 2 | -7 | i | i | i | i | i
CCCN(CC(=O)Nc1ccccc1C)C(=O)CCNC(=O)c1ccccc1Cl | i | i | i | i | 2 | 0 | i | i | i | i | i
CCCCC(=O)Nc1ccc(NCc2ccc(C)s2)cc1 | i | i | i | i | -1 | -2 | i | i | i | i | i
CC1(C)NC(=O)N(CC(O)CN2CCCC2)C1=O (stereo not drawn) | i | i | i | i | 12 | -4 | i | i | i | i | i
CCOC(=O)c1cnc2c(Cl)cc(Cl)cc2c1NCCCN1CCOCC1 | i | i | i | i | 6 | -1 | i | i | i | i | i
CCOC(=O)c1ccc(N2C(=O)C(CC(N)=O)N(CCc3ccc(OC)c(OC)c3)C2=S)cc1 (stereo not drawn) | i | i | i | i | / | 2 | i | i | i | i | i
O=S(=O)(c1cccs1)N1CCN(c2ccc(O)cc2)CC1 | i | i | i | i | / | 3 | i | i | i | i | i
CCN(C(=O)c1cc2c(=O)n3cccc(C)c3nc2n1CCCOC)C1CCCCC1 | i | i | i | i | -9 | 4 | i | i | i | i | i
Oc1ccc2ccccc2c1CNn1cnnc1 | i | i | i | i | -14 | 0 | i | i | i | i | i
O[Si](CCCN1CCCCC1)(c1ccc(F)cc1)C1CCCCC1 (stereo not drawn) | / | i | i | / | -1 | / | / | i | i | / | i
OCc1nc2c(ccc3ccccc32)[nH]1 | i | i | i | i | -4 | -9 | i | i | i | i | i
NNC(=O)c1sc2cc(C(F)(F)F)cnc2c1-c1cccs1 | i | i | i | i | 0 | -3 | i | i | i | i | i
N/C(=N\S(=O)(=O)c1cc(C(F)(F)F)cc(C(F)(F)F)c1)c1ccccc1 | i | i | i | i | 11 | -4 | i | i | i | i | i
COc1ccccc1NC(=O)CSc1nc2c(oc3ccccc32)c(=O)n1C | i | i | i | i | -2 | -6 | i | i | i | i | i
C=CCNc1nc2ccccc2nc1NS(=O)(=O)c1ccc(Br)cc1 | i | i | 25* | i | -3 | 21 | i | / | i | i | i
Additional entries:
SMILES | TRPC6 inh | MrgX1 allo act | TMEM16A inh | RGS4 pot | HDAC3 inhib | SKKanGAS inh | TRPC6 act | TMEM16A act | MrgX1 ag | RGS4 inh | MrgX1 antagonist
COc1ccc(CCNS(=O)(=O)c2ccc(Br)cc2)cc1 | i | i | i | i | 0 | -7 | i | i | i | i | i
Cc1ccc(OCC(=O)Nc2ccc(N3CCN(S(C)(=O)=O)CC3)cc2)c(C)c1 | i | i | i | i | 5 | 0 | i | i | i | i | i
O=C(CCC(=O)Nc1ccc(F)cc1)N/N=C/c1ccc(F)cc1 | i | i | i | i | 7 | 6 | i | i | i | i | i
O=C(Nc1ccc(F)cc1)Nc1ccc(N2CCCC2)c(S(=O)(=O)Nc2ccccc2Cl)c1 | i | i | i | i | 11 | 45 | i | i | i | i | i
C/C(N)=C(/C#N)C(=O)CSc1ccccc1F | i | i | i | i | 3 | -7 | i | i | i | i | i
CCN1CCN(C(=O)c2sc3nc(C)nc(N4CCC(C)CC4)c3c2C)CC1 | i | i | i | i | -2 | 3 | i | i | i | i | i
